KCNH2 3.1 block: inhibitors of human KCNH2 3.1 potassium channel isoform; 0.95% of 340,000 active; U2OS KCNH2 3.1, thallium flux FluxOr; active compounds read low; activity change, % (tested at about 1.8 µM);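 active = maximum activity change below -70%; inconclusive = maximum activity change from -70% to -50%; inactive = maximum activity change above -50%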;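 note: thallium influx rate constant from kinetic fluorescence after stimulation buffer; % is set by controls: 0 for no effect and ±100 for the full control effect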
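Measured as rate of thallium-driven FluxOr signal in transduced U2OS cells carrying the 3.1 channel, read kinetically for 2 min upon stimulation; values are rate constants scaled to DMSO control wells.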
hERG WT inh: blocks the wildtype human KCNH2 potassium channel. 0.37% of 340,000 active. Q12809. U2OS, BacMam KCNH2, thallium flux FluxOr; active compounds read low. activity change, % at 1.84 µM;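 active = maximum activity change below -70%; inconclusive = maximum activity change between -70% and -50%; inactive = maximum activity change above -50%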; note: % is set by controls: 0 for no effect and ±100 for the full control effect
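U2OS cells transduced with wild-type KCNH2 virus are loaded with FluxOr dye for 45 min, and thallium flux is measured in kinetic reads before and after stimulation buffer. Rate constants are normalized to DMSO controls.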
USP2a inh: inhibitors of human ubiquitin-specific protease USP2a; O75604; USP2 core, Ub-CHOP2 coupled fluorogenic reporter, 485/531; Potency, µM (highest dose often 38.3 µM), without a hit: at the highest dose activity change, negative = inhibition, actives largely listed as inhibitors; 0.01% of 330,000 active;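 note: potency is the fitted concentration of half-maximal effect; plate controls were DMSO wells for no effect and full inhibition by NEM control for full effect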
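Cell-free coupled assay: 10nM USP2 core preincubated 30min RT with compound in Tris-HCl pH 8.0/CaCl2/CHAPS buffer, then 25nM Ub-CHOP2 and 25nM reporter substrate; fluorescence (Ex 485/Em 531) read after 60min RT, normalized to NEM inhibition, concentration-response curves fitted.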
ELG1 DNA repair: blocks ELG1-dependent DNA repair in HEK293T cells; HEK293T ELG1-luciferase reporter, luminescence, 16 h; DNA damage induced by 5-fluorouridine; AID 504467; 2.3% of 330,000 active; Potency, µM (doses to about 46.1 µM), inactives show at the top dose activity change, negative = inhibition, hits mostly inhibitors; note: potency is the fitted concentration of half-maximal effect; % is set by controls: 0 for no effect and ±100 for the full control effect; nearly all actives have a fitted effect of over 55% in size
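Cells (2,000 per well) received 5-fluorouridine plus test compound or DMSO and were incubated 16 hr at 37 °C, 5% CO2. Luciferase activity was read by luminescence 30 min after ONE-Glo addition; signal suppression marked inhibition of damage-induced ELG1 function.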
TCR act: activates T cell receptor signaling; primary human leukocytes, anti-CD3, IL-2 HTRF, 48 h; Potency, µM (doses to about 9.22 µM), without a hit: at the top dose activation of IL-2 secretion, actives largely listed as activators; 330,000 tested, under 10 active; note: % of control where 0% means no effect
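Using a-CD3 beads without co-stimulation, primary human leukocytes were exposed to compounds for 48 hr. An HTRF IL-2 kit measured the cytokine, with europium-to-d2 energy transfer producing emission at 665nm upon 320nm excitation.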
Mito fusion act: blocks mitochondrial division or promotes mitochondrial fusion; AID 485298; 0.23% of 320,000 active; Potency, µM (top dose mostly 46.1 µM), inactives show top-dose growth rescue (activation), hits mostly activators; S. cerevisiae fusion-defective mutant growth rescue, CellTiterGlo 48 h;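 note: potency is the fitted concentration of half-maximal effect; % of control where 0% means no effect; nearly all actives have a fitted effect of over 45% in size; temperature-sensitive fusion mutants such as fzo1-1 at 37 °C on non-fermentable ethanol glycerol medium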
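Yeast fusion mutant, YPEG (non-fermentable carbon), compound, 48 h at 37C non-permissive; CellTiterGlo added, 10 min RT, luminescence read. Rescued growth = division inhibition.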
TRPV1 agonist: activates the human vanilloid receptor TRPV1. Q8NER1. TRPV1-expressing cells, Fluo-8 calcium influx, agonist mode. activation, % at 8.33 µM. 0.19% of 320,000 active; in the data active = activation above about 80%; inconclusive = between about 30% and that limit; note: 0% is about no effect
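Fluo-8 calcium influx in TRPV1-expressing cells, kinetic read (ex 480/em 520 nm). Compound added and read 3 min for agonist activity, followed by capsaicin at EC20 final and 2 min further read for enhancement.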
TSHR antag: blocks TSH signaling through the human TSH receptor; P16473; 0.2% of 330,000 active; TSHR-expressing cells, TSH-stimulated cAMP HTRF, 2 h; active compounds read low; activity change, negative = inhibition, % at 11.5 µM; AID 504810;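 active = activity change below a set negative limit, meaning inhibition stronger than a set level, cut at about -70% in these data; inconclusive = activity change between two set negative limits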; note: % is set by controls: 0 for no effect and ±100 for the full control effect
Target sequence (P16473 whole entry, looked up): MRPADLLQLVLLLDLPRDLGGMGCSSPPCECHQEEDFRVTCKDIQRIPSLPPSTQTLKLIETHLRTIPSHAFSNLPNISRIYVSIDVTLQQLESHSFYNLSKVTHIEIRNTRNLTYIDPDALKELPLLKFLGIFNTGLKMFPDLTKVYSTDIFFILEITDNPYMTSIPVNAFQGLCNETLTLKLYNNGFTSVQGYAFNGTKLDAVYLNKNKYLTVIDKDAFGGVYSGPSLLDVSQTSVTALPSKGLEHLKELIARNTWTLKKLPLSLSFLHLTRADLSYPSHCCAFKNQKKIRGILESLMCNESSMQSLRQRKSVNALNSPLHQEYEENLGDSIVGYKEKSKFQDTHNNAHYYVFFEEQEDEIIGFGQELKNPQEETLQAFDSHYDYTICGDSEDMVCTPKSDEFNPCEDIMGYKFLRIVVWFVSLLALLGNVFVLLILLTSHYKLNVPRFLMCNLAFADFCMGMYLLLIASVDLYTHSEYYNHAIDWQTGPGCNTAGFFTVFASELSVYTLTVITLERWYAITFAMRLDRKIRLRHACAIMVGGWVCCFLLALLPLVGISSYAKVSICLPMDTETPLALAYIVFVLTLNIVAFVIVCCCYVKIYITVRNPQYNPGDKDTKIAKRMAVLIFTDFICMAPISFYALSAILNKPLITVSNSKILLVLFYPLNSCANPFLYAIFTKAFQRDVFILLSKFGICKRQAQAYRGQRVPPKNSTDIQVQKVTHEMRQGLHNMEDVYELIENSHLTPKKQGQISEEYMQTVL
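TSHR-expressing cells, 200/well, pre-treated with compound, then stimulated with EC80 TSH (4nM final) for 2 hours at 37 deg C. cAMP measured by competitive HTRF: anti-cAMP cryptate antibody in lysis buffer plus cAMP-d2, read after 30 minutes at room temperature.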
AT treatment: potential ataxia-telangiectasia treatment | […] A-T fibroblasts, KAP-1 phosphorylation AlphaLISA; neocarzinostatin DNA damage 30 min before lysis | Potency, µM (series often up to 57.5 µM), for inactives: at the top dose activation, hits mostly activators | 0.19% of 320,000 active | AID 485349; note: potency is the fitted concentration of half-maximal effect; % of control where 0% means no effect; nearly all actives have a fitted effect of over 45% in size
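hTERT-immortalized A-T patient fibroblasts ([…]), 500 cells/well in OPTI-MEM, 1% FBS, got compounds for 60 min, then NCS for 30 min at 37C. Lysates were then assayed for phospho-KAP-1 by AlphaLISA (anti-pKAP1 donor, anti-KAP1 acceptor beads), 6 hr at 25C.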
Eya2 phos inh: Eya2 (human) phosphatase inhibition; recombinant Eya2, OMFP fluorescence dephosphorylation (OMFP is methylfluorescein phosphate); 0.006% of 330,000 active; Potency, µM (top dose mostly 76.9 µM), without a hit: top-dose activity, negative = inhibition, most hits filed as inhibitors; note: potency is the fitted concentration of half-maximal effect; % is set by controls: 0 for no effect and ±100 for the full control effect
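Eya2 (0.2 uM) preincubated 10 min at ambient with compound, then OMFP substrate added at 50 uM; 10 min reaction in 50 mM HEPES pH 7.5, 50 mM NaCl, 5 uM MgCl2, 0.05% BSA, 1 mM DTT. Fluorescence read at Ex 485/Em 525 nm.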
Active calls of the source: *; ? = inconclusive; · = no result given; [ ] = another dose, or the depositor's remark. Unless noted, calls come from the whole dose curve; as a rule, active = well fitted curve in the direction sought with a large enough effect; inconclusive = small, poorly fitted or top-dose-only effect, or another doubt; inactive = no such curve, though single readings can be large; an effect the other way counts as inactive or inconclusive. An excerpt. The share of hits here may be higher or lower than overall.

smiles	KCNH2 3.1 block	hERG WT inh	USP2a inh	ELG1 DNA repair	TCR act	Mito fusion act	TRPV1 agonist	TSHR antag	AT treatment	Eya2 phos inh
COc1ncccc1C(=O)NCC(CC(=O)O)c1ccccc1 (centres undefined)	-9	-7	1%	4%	-9%	-3%	3	-7	-9%	9%
FC(F)(F)c1ccc(NC2=NCCCS2)cc1	8	10	1%	?	0%	13%	17	30	-2%	11%
CN(C)c1nc(-c2ccccc2)[n+](C)s1	5	-1	0%	2%	-6%	-9%	1	19	-8%	-3%
O=C1CC(=O)N(c2ccccc2)C(=O)N1c1ccccc1	-5	-13	5%	18%	-3%	-2%	2	-2	-3%	8%
CCCCn1c(=O)c(C(=O)Nc2ccccn2)c(O)c2ccccc21	26	0	0%	1%	9%	-2%	1	0	-2%	8%
CCOC(=O)C1(CCCc2ccccc2)CCN(C2CCC2)CC1	-36	6	3%	3%	0%	6%	-8	-21	-1%	3%
CCN(CCCNS(=O)(=O)c1ccc2c(c1)oc(=O)n2C)c1cccc(C)c1	-9	2	-5%	?	-6%	6%	-8	6	18%	4%
CCC(C)NC(=O)c1c(N)n(Cc2ccc3c(c2)OCO3)c2nc3ccccc3nc12 (centres undefined)	16	2	-5%	?	-1%	6%	3	13	?	-7%
CCN(CC)CCCNC(=O)c1c(O)c2ccccc2n(Cc2ccccc2)c1=O	-28	3	-2%	6%	-3%	-11%	2	27	-2%	4%
S=c1[nH]c2ccccc2[nH]1	-2	3	1%	3%	4%	-1%	1	0	1%	2%
O=C(Nc1ccc(Cl)c(Cl)c1)c1ccco1	4	-1	3%	?	2%	7%	?	-11	5%	-5%
COc1ccc(CCNCc2sccc2C)cc1OC	-7	3	2%	-7%	-1%	0%	-2	-4	-1%	-5%
CCOP(=O)(OCC)C(NC(=O)c1cccc(C)c1)C(Cl)(Cl)Cl (centres undefined)	-8	1	1%	?	-3%	-7%	1	15	2%	-2%
CCCCOP(=O)(OCCCC)/C(C#N)=C(/C)O	6	1	0%	11%	3%	0%	0	1	-3%	1%
Cc1ccsc1C(=O)C1CCCN(Cc2sc(N(C)C)nc2Cl)C1 (centres undefined)	18	1	-4%	?	7%	9%	16	13	-8%[11.5 µM]	-7%
Cc1ccc(CNCCc2ccc(F)cc2)s1	24	-5	1%	-7%	5%	-2%	3	-10	6%	4%
Cc1nc2ccccc2c(=O)n1-c1ccc(Cl)cc1Cl	2	4	-1%	-4%	·	1%	-2	-9	-5%	-6%
O=c1[nH]c(=O)n(-c2ccc(F)cc2)c(O)c1C=NCCN1CCCCC1	-2	3	-1%	-10%	7%	-4%	1	3	-3%	7%
O=C1NC(=O)N(CCc2ccc(F)cc2)C(=O)/C1=C/C=C/c1ccccc1	-10	-3	0%	?	4%	5%	13	-1	-2%	5%
O=C(NC(c1ccc(Cl)cc1)P(=O)(Oc1ccccc1)Oc1ccccc1)OCc1ccccc1 (centres undefined)	-15	6	0%	?	1%[46.1 µM]	-7%	15	-2	1%	13%

Single entries from the results shown:
In hERG WT inh, FC(F)(F)c1ccc(NC2=NCCCS2)cc1 has 10
In TSHR antag, O=C(Nc1ccc(Cl)c(Cl)c1)c1ccco1 has -11
In TRPV1 agonist, S=c1[nH]c2ccccc2[nH]1 has 1

Given as labelled records: entries from further up
> O=c1[nH]c(=O)n(-c2ccc(F)cc2)c(O)c1C=NCCN1CCCCC1
  KCNH2 3.1 block: -2	hERG WT inh: 3	USP2a inh: -1%	ELG1 DNA repair: -10%	TCR act: 7%	Mito fusion act: -4%	TRPV1 agonist: 1	TSHR antag: 3	AT treatment: -3%	Eya2 phos inh: 7%
> O=C1NC(=O)N(CCc2ccc(F)cc2)C(=O)/C1=C/C=C/c1ccccc1
  KCNH2 3.1 block: -10	hERG WT inh: -3	USP2a inh: 0%	ELG1 DNA repair: ?	TCR act: 4%	Mito fusion act: 5%	TRPV1 agonist: 13	TSHR antag: -1	AT treatment: -2%	Eya2 phos inh: 5%

(listing goes on)
smiles	KCNH2 3.1 block	hERG WT inh	USP2a inh	ELG1 DNA repair	TCR act	Mito fusion act	TRPV1 agonist	TSHR antag	AT treatment	Eya2 phos inh
CCOC(=O)C(O)(c1ccc(NC(=O)NC)cc1)C(F)(F)F (centres undefined)	16	24	0%	?	-4%	-2%	0	-4	11%	2%
O=C1NC(=S)N(c2ccc(F)cc2)C(=O)/C1=C\c1ccoc1	0	-9	2%	1%	-2%	-1%	0	2	-5%	5%
O=C(COc1ccccc1Cl)N1CCCC(N2CCN(c3ccc(F)cc3)CC2)C1 (centres undefined)	-38	-2	2%	?	-1%	-1%	3	-4	-5%	1%
O=C(/C=C/c1ccc2c(c1)OCO2)c1c(O)n(CCC2=CCCCC2)c(=O)[nH]c1=O	6	3	1%	-29%	4%[46.1 µM]	-2%	-1	-12	3%	17%
CCOC(=O)c1ccc2c(c1)n(Cc1ccccc1)c(C)[n+]2CC	-4	-6	1%	-7%	-3%	0%	3	4	8%	-18%
CCCCNC(=O)Nc1ccc(C(O)(C(=O)OC)C(F)(F)F)cc1 (centres undefined)	-22	-2	2%	?	·	-8%	23	-5	-1%	14%
CC(C)(C)C(=O)OC[N+](C)(C)CCOC(=O)C(O)(c1ccccc1)C1CCCC1 (centres undefined)	7	31	0%	9%	-1%	-7%	0	9	-2%	-2%
O=c1c2ccccc2ncn1-c1ccc([N+](=O)[O-])c(C(F)(F)F)c1	2	-6	4%	-6%	1%[46.1 µM]	-1%	-1	-1	-1%	3%
CN1C(=O)C(=Cc2ccc(N3CCOCC3)o2)C(=O)N(C)C1=O	22	-6	8%	?	1%[46.1 µM]	-2%	-4	9	·	-8%
CCOc1cc(C2C(C#N)=C(N)Oc3c2c(=O)oc2ccccc32)ccc1OC(=O)c1cccs1 (centres undefined)	-1	10	2%	2%	-4%[46.1 µM]	7%	-1	-9	2%	-2%
CCOC(=O)C1C(=O)N(C)C2(C)CC1c1ccccc1O2 (centres undefined)	3	29	4%	-2%	-4%	1%	0	-3	-1%	-4%
CC(=NC1CCN(Cc2ccccc2)CC1)c1c(O)n(C)c(=O)n(C)c1=O	-1	7	-2%	-12%	-8%	0%	1	-4	2%	4%
Cn1c(O)c(/C=N/N2CCOCC2)c(=O)[nH]c1=S	-6	-3	2%	?	5%	-6%	-7	12	4%	18%
Cc1ccc2c(c1)C1CN(C)CCC1N2C(=O)c1cccnc1Cl (centres undefined)	1	7	-9%	11%	-3%	0%	16	14	2%	12%
O=C1NC(=O)C(=C/C=C/c2coc3ccc(Br)cc3c2=O)C(=O)N1	·	·	7%	14%	·	-3%	21	0	-5%	7%
NC(Cc1nc2ccccc2[nH]1)c1ccc(Cl)cc1 (centres undefined)	1	6	-1%	?	6%	-8%	11	-7	-1%	2%
COc1cc(CNCCc2ccc3c(c2)OCO3)ccc1O	-3	8	0%	4%	·	3%	2	-7	6%	11%
O=C1c2ccccc2C(=O)N1Cc1nc2ccccc2c(=O)n1-c1ccc(Br)cn1	-7	-10	0%	7%	-3%	2%	-1	5	5%	5%
CCOC(=O)c1ccc(NC(=O)N2C[C@@H]3C[C@@H](C2)c2cccc(=O)n2C3)cc1	6	-1	2%	3%	1%	0%	1	5	6%	2%
CN(N=O)c1cc(O)ccc1O	·	·	·	·	·	23µM*	-1	25	·	-25%
Cn1cccc1CN1CCN(C(=O)COc2ccccc2)CC1	14	10	2%	?	-5%	0%	-2	-14	2%	-1%
CCOC(=O)C(O)(c1ccc(NC(=S)NC(=O)c2ccc(Cl)cc2Cl)cc1)C(F)(F)F (centres undefined)	-17	-9	3%	1%	1%[46.1 µM]	1%	-3	-31	6%	-6%
CCOP(=O)(Cc1cc(C(=O)CC)c(C)o1)OCC	5	-5	-1%	-2%	0%	2%	-2	0	-5%	6%
Cc1c(C(=O)C(=O)N2CCC3(CC2)OCCO3)c2ccccc2n1C	0	-2	0%	5%	2%	-1%	2	9	0%	-12%
Cc1sc2ncnc(SCC(=O)Nc3ccc(S(=O)(=O)N4CCOCC4)cc3)c2c1C	-28	2	0%	?	3%	·	·	-7	6%	2%
CN1CCN(C(=O)COc2ccc(C(C)(C)C)cc2Br)CC1	-2	-11	3%	9%	7%	1%	?	1	·	14%
O=C1/C(=C/c2cccnc2)N2CCC1CC2	-3	-6	-1%	6%	-6%	26%	-2	-7	0%	-8%
CCCC[N+]12CCC(CC1)C(Cc1ccccc1)C2 (centres undefined)	12	-5	5%	-3%	1%	-5%	-2	-8	8%	1%
CCCOC1CCCN(C(=O)CCc2nnc(Cc3cccc(C)c3)o2)C1 (centres undefined)	-13	2	-4%	?	·	3%	2	-9	5%	-14%
c1ccc(CN2CCN(Cc3ccc4c(c3)OCCO4)CC2)cc1	1	-15	-7%	-6%	6%	0%	-4	3	-5%	-13%
Cc1ccc(Cn2nnnc2CN2CCC(n3nnc4ccccc43)CC2)cc1	0	-2	4%	?	-5%	4%	·	-15	8%	-6%

High-throughput results: PubChem BioAssay, National Center for Advancing Translational Sciences (NCATS)
